Bioassay records from PubChem.
rCAG binder: binds r(CAG) RNA repeats. r(CAG) RNA repeat, TO-PRO-1 dye displacement fluorescence. inhibition, % at 3 µM. 370,000 compounds, 1.3% hits. AID 651821;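 active = inhibition above the plate cutoff, the mean of all test compounds on that plate plus 3 SD, cut at about 35% in these data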;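 also: 0% = DMSO alone and 100% = 100 µM mitoxantrone as full dye displacement; higher means more dye released from RNA so lower well fluorescence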
ARFGAP1 inhibitor: inhibitors of rat ARFGAP1. Arfgap1-stimulated ARF1 GTP hydrolysis, GDP FP detection. 360,000 compounds, 0.26% hits. Q62848. inhibition, % at 16.5 µM;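 active = inhibition above a per-plate limit, mean inhibition of low control wells plus 3 SD, cut at about 25% in these data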;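 also: 0% = DMSO wells with enzyme and 100% = wells lacking Arfgap1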
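System: truncated rat Arfgap1 GAP domain / Benchmarks: high control wells lacking Arfgap1, low control full reaction with DMSO / Times: compound-enzyme preincubation 20 min, reaction 120 min, detection 60 min, 25 °C / Repeats: one replicate per compound / Also added: human ARF1(Δ1-17)-GTP substrate / Measured by: Tracer-displacement fluorescence polarization with EDTA stop, 620/688 nm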
ABHD4 inh: inhibits mouse alpha/beta hydrolase domain 4. Q8VD66. 370,000 compounds, 0.54% hits. purified mABHD4, FP-Rh probe fluorescence polarization. AID 720543. inhibition, % at 8.92 µM;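 active = inhibition exceeding the mean over every tested compound plus 3 SD, cut at about 30% in these data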;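 also: 0% = plate median of compound wells and 100% = S159A mutant with DMSO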
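System: mouse ABHD4 enzyme, wild type / Medium: HEPES pH 7.0, NaCl, Pluronic buffer / Reagent: FP-Rh activity-based fluorescent probe / Control set: S159A mutant high control, sample median low control / Detection: fluorescence polarization with parallel and perpendicular emission, 525/598 nm / Schedule: 45 min + 60 min at 25 °C / Compound dosing: 8.92 µM, single dose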
PG9 binder: small molecules binding HIV-1 gp120 antibody PG9; TR-FRET gp120-PG9 antibody binding; inhibition, % at 6.7 µM; 360,000 compounds, 0.43% hits; AID 624416; in the data active = inhibition above about 8.5%
NPR1 activator: GC-A (human) enzyme activation. P16066. HEK293 GC-A cells, cGMP TR-FRET, EC30 ANP; 0% at EC30 ANP, 100% saturating ANP. activation, % at 10 µM. 370,000 compounds, 0.14% hits. AID 1671463; in the data active = activation above about 40%
Target sequence (P16066 whole entry, looked up): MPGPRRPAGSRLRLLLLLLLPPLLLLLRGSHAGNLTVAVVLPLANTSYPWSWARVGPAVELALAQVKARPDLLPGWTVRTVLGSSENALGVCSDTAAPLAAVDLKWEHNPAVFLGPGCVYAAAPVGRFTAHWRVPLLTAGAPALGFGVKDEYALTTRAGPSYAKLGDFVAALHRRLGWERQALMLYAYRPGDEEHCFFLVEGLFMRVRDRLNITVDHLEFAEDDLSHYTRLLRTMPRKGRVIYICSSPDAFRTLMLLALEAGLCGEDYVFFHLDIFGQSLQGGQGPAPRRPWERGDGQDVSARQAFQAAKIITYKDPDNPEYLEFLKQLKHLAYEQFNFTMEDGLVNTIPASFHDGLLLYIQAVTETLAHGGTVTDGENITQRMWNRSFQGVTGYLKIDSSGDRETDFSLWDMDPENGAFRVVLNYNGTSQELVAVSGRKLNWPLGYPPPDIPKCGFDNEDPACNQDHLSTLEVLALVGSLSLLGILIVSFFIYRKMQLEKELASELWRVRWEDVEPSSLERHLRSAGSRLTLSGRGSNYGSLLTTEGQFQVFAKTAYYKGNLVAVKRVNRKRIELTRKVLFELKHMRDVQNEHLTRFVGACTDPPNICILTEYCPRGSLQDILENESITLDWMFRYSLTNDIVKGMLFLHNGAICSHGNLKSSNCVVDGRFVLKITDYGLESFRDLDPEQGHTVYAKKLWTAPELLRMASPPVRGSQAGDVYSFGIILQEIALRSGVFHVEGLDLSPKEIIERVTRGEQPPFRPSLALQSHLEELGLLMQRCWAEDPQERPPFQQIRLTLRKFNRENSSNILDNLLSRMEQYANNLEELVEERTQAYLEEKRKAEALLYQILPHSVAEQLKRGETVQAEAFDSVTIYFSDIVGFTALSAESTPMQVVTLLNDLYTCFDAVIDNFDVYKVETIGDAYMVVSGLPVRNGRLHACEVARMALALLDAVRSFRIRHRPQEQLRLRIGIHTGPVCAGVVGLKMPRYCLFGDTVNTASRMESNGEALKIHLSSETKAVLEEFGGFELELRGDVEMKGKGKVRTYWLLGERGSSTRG
ASAP1 GAP inh: inhibitors of human ASAP1 ArfGAP activity; Q9ULH1; ASAP1-stimulated ARF1 GTP hydrolysis, GDP FP detection; inhibition, % at 16.5 µM; 360,000 compounds, 0.19% hits; in the data active = inhibition above about 25%;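 also: 0% = vehicle with enzyme and substrate and 100% = no enzyme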
SMARCA2 activ: activators of SMARCA2 function. MG213 cells, MMTV-luciferase reporter, dexamethasone, overnight. activation, % at 9.1 µM. 370,000 compounds, 1% hits; in the data active = activation above about 7.8%;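 also: 0% = vehicle wells and 100% = reference activator wells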
NR1D1 modulator: modulators of human Rev-erb alpha DNA binding | Rev-erbα–FITC-DNA binding, fluorescence polarization, 90 min | AID 1259318 | activity, % at 10 µM | P20393 | 370,000 compounds, 0.79% hits;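 active = activity above about 14%, limit read from the data; passing the limit was not always enough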;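 also: 0% = DMSO wells with 35 nM protein and 100% = DMSO wells with 750 nM protein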
GC-B act: GC-B (human) receptor activation; P20594; HEK293-GC-B cells, CNP EC30, cGMP TR-FRET; 0% at EC30 CNP, 100% saturating CNP; activation, % at 10 µM; 370,000 compounds, 0.11% hits;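 active = activation at 10 µM reaching about 35% in either raw or pattern-adjusted values, limit read from the data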
HTRA1 inh: blocks human HTRA1 serine peptidase; inhibition, % at 5.96 µM; Q92743; recombinant HTRA1, FP-rhodamine activity-based probe, fluorescence polarization; 340,000 compounds, 0.5% hits; AID 504803; in the data active = inhibition above about 36%;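 also: 0% = enzyme with DMSO and 100% = wells lacking enzyme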
The depositor's hits bear a star; · = no result given.

1) CC(Oc1ccccc1)C(=O)N=Nc1c(O)[nH]c2ccc([N+](=O)[O-])cc12 (configuration not stated)
2) CCC(=O)c1ccc(OCC(=O)OCC(=O)NCCC2=CCCCC2)cc1
3) COc1cc(C(=O)NCCSc2ccc(F)cc2)cc(OC)c1OC
4) Cn1c(=O)oc2cc(S(=O)(=O)N3CCN(CCO)CC3)ccc21
5) O=C(Nc1ccc2c(c1)OCO2)C1CC1(Cl)Cl (configuration not stated)
6) CCc1nc2c(OCC3CCCCC3)cccn2c1N(C=O)Cc1ccc(OC)cc1

entry no.,1,2,3,4,5,6
rCAG binder,20.9,-5.5,-5.0,0.3,5.0,2.9
ARFGAP1 inhibitor,12.0,-2.5,3.0,·,-9.1,-7.4
ABHD4 inh,3.3,-6.7,-1.8,4.7,2.2,15.1
PG9 binder,-2.5,0.1,-2.0,·,0.2,-1.3
NPR1 activator,13.2,7.3,-1.4,4.1,-8.3,-0.3
ASAP1 GAP inh,13.1,8.5,-7.8,·,8.2,6.1
SMARCA2 activ,-3.3,0.3,1.4,3.0,3.1,1.2
NR1D1 modulator,-2.6,-4.0,-3.9,-4.7,7.1,-3.9
GC-B act,10.5,-3.4,-8.6,-2.5,-4.9,0.4
HTRA1 inh,0.9,2.3,-2.1,·,9.6,·

7) CC(C)(C(=O)N1CCC1(C)C(=O)NS(=O)(=O)c1ccc(C#N)cc1)c1ccccc1 (configuration not stated)
8) C[C@H](NC(=O)[C@@H]1CSC2c3ccccc3C(=O)N21)C(=O)NC1CCCCC1 (some centres not stated)
9) CCOc1ccc(NC(=O)CCN2C(=O)c3ccccc3C2=O)cc1
10) COc1ccc2c3c([nH]c2c1)C(C)N(C(C)=O)CC3 (configuration not stated)
11) CC1(C)c2ssc(=S)c2-c2ccccc2N1C(=O)c1ccco1
12) CC[C@H](C)Cc1cn([C@@H](CCCN=C(N)N)C(=O)NCCCCCCCCCCC(=O)N2CCNCC2)nn1

entry no.,7,8,9,10,11,12
rCAG binder,6.4,-2.1,-6.8,-4.3,0.4,8.4
ARFGAP1 inhibitor,4.4,4.3,2.7,-3.2,5.9,6.7
ABHD4 inh,2.3,-1.7,1.9,1.2,-7.0,6.3
PG9 binder,-0.1,1.0,0.4,-2.0,2.5,0.6
NPR1 activator,2.4,-1.3,0.9,-0.8,-8.9,4.6
ASAP1 GAP inh,6.2,-8.9,2.1,16.0,4.8,4.2
SMARCA2 activ,-5.0,-1.7,-0.9,-2.4,-3.2,1.4
NR1D1 modulator,2.1,2.2,3.6,2.8,2.4,0.2
GC-B act,3.6,-2.4,4.6,-1.2,-3.9,4.8
HTRA1 inh,·,-2.2,0.1,3.8,4.8,4.9

13) COCCN(C(=O)COC(=O)/C=C/c1ccc2ccccc2n1)c1c(N)n(Cc2ccccc2)c(=O)[nH]c1=O
14) Cc1sc2nc(CN3CCOCC3)nc(NS(=O)(=O)c3cc(Cl)ccc3Cl)c2c1C
15) CCn1c(C)c(CCC(=O)O)c(=O)n2nc(-c3ccccc3OC)cc12
16) Cc1cc(C)c(C(=O)/C=C/c2cccs2)c(=O)[nH]1
17) CCOC(=O)CC1C(=O)NCCN1C(=O)Nc1ccccc1 (configuration not stated)
18) CCOC(=O)C1=C(CSc2nc(CC)c(C)cc2C#N)OC(N)=C(C#N)C1c1ccc(OC)cc1 (configuration not stated)

entry no.,13,14,15,16,17,18
rCAG binder,-0.5,53.3*,4.2,0.6,-1.0,1.0
ARFGAP1 inhibitor,2.7,-5.8,-1.9,12.9,20.2,-10.8
ABHD4 inh,1.8,-1.0,-1.4,1.5,2.9,-25.4
PG9 binder,-0.4,-1.4,-0.1,-1.8,-0.5,1.4
NPR1 activator,-2.9,-0.6,0.4,-2.3,1.1,-6.7
ASAP1 GAP inh,2.9,-6.0,1.6,3.7,6.9,-4.0
SMARCA2 activ,1.6,-3.2,-1.6,1.7,-0.1,2.1
NR1D1 modulator,-2.2,3.4,1.5,-0.5,10.6,6.1
GC-B act,-2.7,-0.5,4.2,-0.6,1.9,-6.5
HTRA1 inh,-3.5,2.9,4.7,-0.3,2.8,-33.7

Some of these compounds in order of the ASAP1 GAP inh value, highest first:
nr | molecule | ARFGAP1 inhibitor | ABHD4 inh | PG9 binder | NPR1 activator | ASAP1 GAP inh | SMARCA2 activ | NR1D1 modulator | GC-B act | HTRA1 inh
10 | COc1ccc2c3c([nH]c2c1)C(C)N(C(C)=O)CC3 (configuration not stated) | -3.2 | 1.2 | -2.0 | -0.8 | 16.0 | -2.4 | 2.8 | -1.2 | 3.8
1 | CC(Oc1ccccc1)C(=O)N=Nc1c(O)[nH]c2ccc([N+](=O)[O-])cc12 (configuration not stated) | 12.0 | 3.3 | -2.5 | 13.2 | 13.1 | -3.3 | -2.6 | 10.5 | 0.9
9 | CCOc1ccc(NC(=O)CCN2C(=O)c3ccccc3C2=O)cc1 | 2.7 | 1.9 | 0.4 | 0.9 | 2.1 | -0.9 | 3.6 | 4.6 | 0.1

The listing continues:
19) COc1cccc(C(O)c2ncc(-c3ccccc3)[nH]2)c1 (configuration not stated)
20) CC1SCC(=O)N(CC(=O)Nc2ccc3c(c2)OCCO3)C1=O (configuration not stated)
21) COC(=O)C1(S(=O)(=O)c2ccc(C)cc2)CCOCC1
22) CC(=O)C1=C(C)NC(=O)NC1/C=C/c1ccccc1 (configuration not stated)
23) CC(=O)c1ccc(-c2cnc3c(NC=O)cc(-c4ccc(S(C)(=O)=O)cc4)cn23)cc1
24) CC1=C(C(=O)N(C(C)C)C(C)C)CC(CC(=O)NCc2cccs2)C(=O)N1CCCN1CCCC1=O (configuration not stated)

entry no.,19,20,21,22,23,24
rCAG binder,1.4,2.3,-2.4,-2.4,12.1,-1.2
ARFGAP1 inhibitor,-1.9,-8.8,13.7,-10.4,8.3,-2.8
ABHD4 inh,2.4,4.4,-4.5,-1.1,-5.8,5.3
PG9 binder,-0.7,-0.3,-0.5,-0.7,0.8,-1.6
NPR1 activator,3.7,4.2,-2.5,-0.5,12.0,2.3
ASAP1 GAP inh,-1.1,-1.7,-0.9,-0.9,11.9,-4.5
SMARCA2 activ,0.4,-0.9,-1.1,-2.7,-3.3,-3.2
NR1D1 modulator,4.7,-6.7,-1.7,3.4,3.1,-5.5
GC-B act,6.3,0.9,1.2,4.3,19.8,-3.3
HTRA1 inh,·,0.4,-4.6,-0.2,·,·

25) CC1CC(C)CN(S(=O)(=O)c2cccc3nsnc23)C1 (configuration not stated)
26) O=S(=O)(c1ccccc1)N1CN(Cc2ccc(F)cc2)c2nc3ccccc3nc21
27) Cc1ccc(NC(=O)Nc2cccc(C)n2)cc1
28) CCCCCCSc1nc2c(c(=O)[nH]c(=O)n2C)n1C
29) COC(=O)c1cc2sc(Cl)cc2n1CC(=O)Nc1cccc(SC)c1
30) CC(C)(C)c1cc(Cc2ccccc2)[nH]n1

entry no.,25,26,27,28,29,30
rCAG binder,-5.8,0.6,3.4,0.1,10.3,-2.2
ARFGAP1 inhibitor,-9.4,0.4,2.5,6.8,-4.9,-9.4
ABHD4 inh,-2.5,-1.1,-9.5,4.1,-3.6,0.0
PG9 binder,-1.6,-0.3,0.6,-2.2,0.0,0.2
NPR1 activator,-1.2,-4.3,1.3,5.7,-10.0,1.9
ASAP1 GAP inh,-7.5,2.9,5.3,8.8,-7.0,-1.4
SMARCA2 activ,-2.5,-2.6,6.1,-3.6,4.1,-0.6
NR1D1 modulator,-3.5,-0.3,3.1,-4.5,-2.4,1.9
GC-B act,3.7,0.1,-0.6,1.3,-8.2,-1.6
HTRA1 inh,0.8,1.7,-9.1,-2.5,-27.7,-3.3

31) O=C(Cn1ccc2ccccc2c1=O)NCCC(=O)N1CCN(C(=O)c2ccco2)CC1
32) COc1ccc(N2CCN(C(=O)CCC(=O)N3CCOc4ccc(Cl)cc43)CC2)cc1
33) O=C(c1sccc1-c1ccccc1)N1CCN(S(=O)(=O)c2ccccc2)CC1
34) CCOC(=O)c1c(NC(=O)CN2CCCCC2)sc2c1CCC(C=O)=C2Cl
35) CCOC(=O)c1nc(N)c(=O)n(-c2ccccc2)n1
36) O=C(N/N=C\c1cc(Br)c(Br)o1)C1COc2ccccc2O1 (configuration not stated)

entry no.,31,32,33,34,35,36
rCAG binder,-2.6,1.7,-5.9,12.0,-1.4,4.1
ARFGAP1 inhibitor,-9.0,13.3,5.5,-3.8,-6.8,-1.1
ABHD4 inh,-1.2,-11.3,-0.4,-5.1,9.6,-3.8
PG9 binder,-2.5,-0.6,-0.4,4.8,-0.8,0.5
NPR1 activator,3.4,-4.1,0.6,13.7,0.7,6.5
ASAP1 GAP inh,-3.5,-6.2,-14.2,-3.0,11.5,1.7
SMARCA2 activ,-0.9,-2.6,-1.1,-2.8,0.6,-8.7
NR1D1 modulator,1.1,4.9,-2.7,-0.4,2.8,-4.0
GC-B act,0.5,-10.6,5.5,7.1,-1.0,8.8
HTRA1 inh,0.3,2.6,-2.4,4.3,13.3,-0.6

37) O=S(=O)(c1ccc(Cl)cc1)N1CCCN(c2ccc(C(F)(F)F)cn2)CC1
38) COc1cc(C(=O)Nc2ccccc2N2CCOCC2)ccc1OCc1c(C)noc1C
39) CC(C)n1cnnc1SCC(=O)Nc1cccnc1Cl
40) Nn1cnnc1SCC(=O)N1CCc2ccccc2C1
41) Oc1cccc(C2c3[nH]c4ccccc4c3CCN2Cc2ccc3c(c2)CCO3)c1 (configuration not stated)
42) COc1cccc(C(O)c2ncc(-c3cccc(F)c3)[nH]2)c1 (configuration not stated)
43) O=C(Nc1nnc(C(F)(F)F)s1)c1cccnc1
44) CC[N+](CC)(CC)CCC(O)(c1ccccc1)C1CCCCC1 (configuration not stated)

entry no.,37,38,39,40,41,42,43,44
rCAG binder,-6.2,-3.9,2.4,1.3,3.7,5.3,1.7,2.1
ARFGAP1 inhibitor,-5.3,13.7,-15.7,7.8,7.1,1.4,4.8,-2.9
ABHD4 inh,-0.3,3.5,2.1,4.6,-7.2,-32.7,0.5,-5.4
PG9 binder,-1.2,-0.6,0.3,-0.9,2.3,2.7,-2.9,0.1
NPR1 activator,-3.7,3.4,-0.4,-1.6,-3.5,-1.2,1.3,3.2
ASAP1 GAP inh,1.3,10.4,11.5,7.3,-7.5,3.9,20.3,-6.2
SMARCA2 activ,-4.2,-1.2,-1.2,7.0,-2.3,-2.4,9.0*,-4.2
NR1D1 modulator,-3.2,-1.3,1.6,7.0,-0.5,8.6,3.4,2.3
GC-B act,2.3,6.8,0.4,4.8,-3.8,-1.4,5.1,3.3
HTRA1 inh,-17.2,-5.0,-0.2,-0.7,-35.0,·,-2.1,1.0
